Screening data as filed in PubChem BioAssay.
Cardio protect: modulators protecting cardiomyocytes from myocardial damage; AID 588492; H9c2 cardiomyocytes, H2O2 injury protection, ATPLite, 2 h; hit rate 0.63% among 360,000; protection from H2O2 cell death, % at 20 µM;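 active means compounds giving at least 50% protection of heart cells from peroxide-induced death in the single-dose screen, raw or plate-pattern-corrected value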;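 further: 0% = DMSO wells with peroxide and 100% = DMSO wells without peroxide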
Granule exo inh: blocks lytic granule exocytosis | TALL-104 LAMP-1 surface exposure, flow cytometry; cells stimulated with thapsigargin and PMA | inhibition, % at 10 µM | hit rate 0.66% among 360,000 | AID 651702;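 active means inhibition above about 55%, limit read from the data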
MC4R antag cAMP: blocks human MC4R cAMP signaling. MC4R-expressing cells, MTII-stimulated cAMP, LANCE TR-FRET. AID 540295. inhibition, % at 6.5 µM. hit rate 0.48% among 360,000;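 active means inhibition above its plate's cutoff, the mean of tested wells on that plate plus 3 SD, cut at about 29% in these data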;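 further: 0% = Melanotan II alone and 100% = Melanotan II plus saturating MCL0020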
Target sequence (P32245 whole entry, looked up): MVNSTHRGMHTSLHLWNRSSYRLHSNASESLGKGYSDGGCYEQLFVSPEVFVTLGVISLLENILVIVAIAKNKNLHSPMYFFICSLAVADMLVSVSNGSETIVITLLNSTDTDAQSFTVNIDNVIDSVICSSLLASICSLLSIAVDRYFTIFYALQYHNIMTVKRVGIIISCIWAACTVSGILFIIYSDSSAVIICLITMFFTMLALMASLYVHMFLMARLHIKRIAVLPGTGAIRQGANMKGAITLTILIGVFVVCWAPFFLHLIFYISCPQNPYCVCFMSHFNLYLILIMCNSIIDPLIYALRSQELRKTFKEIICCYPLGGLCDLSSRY
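Material: human MC4R-expressing U2OS cells. Probe or stimulus: Melanotan II challenge. Dosing: 6.5 µM single dose. Times: 30-min compound, 1-h challenge, 1-h detection, room temperature. Technique: TR-FRET with Eu-cAMP and labeled anti-cAMP, 671 nm. Replication: singlicate.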
aDG glyco act: alpha-DG glycosylation activation | Pro5-aDG cells, alpha-DG glycosylation AlphaScreen (IIH6); 0% Pro5, 100% B10-LARGE cell signal | activation, % at 10 µM | hit rate 0.22% among 360,000;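 active means activation of at least 8% versus controls, or a plate z-score of at least 8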;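 further: Pro5 are CHO cells carrying HIG-tagged alpha-DG that lacks glycosylation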
ABHD5 PLIN5 PPI: ABHD5-PLIN5 protein interaction inhibition; Split G. princeps luciferase complementation, luminescence, 4 h; inhibition, % at 4 µM; hit rate 0.78% among 360,000; AID 602281;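 active means inhibition above the mean inhibition across every tested compound plus 3 SD, cut at about 22% in these data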;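 further: 0% = DMSO only wells and the 100% control is not disclosed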
iPSC survival up: enhancers of human iPSC single-cell survival. hit rate 0.044% among 360,000. AID 602274. hiPSC single-cell survival, ATPlite luminescence; 100% = ROCK inhibitor wells, 0% = DMSO. survival enhancement, % at 20 µM; in the data active means survival enhancement above about 18%;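 further: cells exposed to compounds for 16 hours before the ATP read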
MC4R ag barr: activates human MC4R beta-arrestin recruitment | P32245 | U2OS MC4R beta-arrestin complementation, luminescence; percent of melanotan II response, DMSO zero | activation, % at 8.9 µM | hit rate 0.98% among 360,000 | AID 540308;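 active means activation above a per-plate cutoff, the mean activation of sample wells on that plate plus 3 SD, cut at about 8% in these data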
ABCB6 inh 2: blocks the human ABCB6 transporter | Q9NP58 | K562-ABCB6 porphyrin accumulation, flow cytometry, 1 h; hits give low values | fluorescence ratio to DMSO, % at 10 µM | hit rate 0.19% among 360,000;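 active means fluorescence ratio to DMSO below 75%, the collection mean minus 3 SD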;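 further: signal is porphyrin accumulated inside mitochondria; 100% equals median channel fluorescence of DMSO control wells; lower ratio means ABCB6 inhibition with less porphyrin fluorescence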
HTR2A ag: agonists of mouse serotonin 5-HT2A receptor (HTR2A); CHO-K1 mHTR2A beta-arrestin complementation, luminescence; percent of 30 µM serotonin response; P35363; hit rate 0.66% among 360,000; activation, % at 7.6 µM;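 active means activation above a run cutoff, the mean activation of all tested compounds plus 3 SD, cut at about 14% in these data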;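 further: 0% = plate median of compound wells and 100% = 30 µM serotonin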
Target sequence (P35363 whole entry, looked up): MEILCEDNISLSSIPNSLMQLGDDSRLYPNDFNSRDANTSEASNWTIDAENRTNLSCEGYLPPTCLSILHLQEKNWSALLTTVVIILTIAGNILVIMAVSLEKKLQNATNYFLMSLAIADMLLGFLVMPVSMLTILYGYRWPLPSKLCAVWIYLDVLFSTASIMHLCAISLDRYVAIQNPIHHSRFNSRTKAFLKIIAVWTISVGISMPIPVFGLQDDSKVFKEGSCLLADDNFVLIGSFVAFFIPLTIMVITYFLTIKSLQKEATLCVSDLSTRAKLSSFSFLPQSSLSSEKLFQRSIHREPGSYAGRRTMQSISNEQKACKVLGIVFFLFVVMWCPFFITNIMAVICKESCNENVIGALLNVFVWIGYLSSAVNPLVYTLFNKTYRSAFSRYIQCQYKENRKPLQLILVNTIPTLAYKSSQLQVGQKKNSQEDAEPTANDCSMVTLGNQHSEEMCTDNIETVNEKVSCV
N-glyco inh: blocks N-linked glycosylation in D54 reporter cells; D54 ERlucT glycosylation luciferase reporter, 24 h; percent of 100 nM tunicamycin response; reporter increase, % at 12.5 µM; hit rate 0.23% among 360,000;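 active means mean luciferase reporter signal, scaled so untreated is 0 and the glycosylation-blocking control 100, at or above a set limit in every replicate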;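 further: luciferase carries N-glycosylation sites so blocking glycosylation raises the light; 0% = median of neutral control wells and 100% = median of 100 nM tunicamycin wells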
* hit, by the source's call; . = not tested or not shown; & = joins results of further samples.

compound	Cardio protect	Granule exo inh	MC4R antag cAMP	aDG glyco act	ABHD5 PLIN5 PPI	iPSC survival up	MC4R ag barr	ABCB6 inh 2	HTR2A ag	N-glyco inh
COc1ccc(OC)c(Nc2nc3nonc3nc2N2CCCCC2)c1	-4	0	1	0.0	-4	-1.0	-2.5	97	3	2
CCOc1cc(/C=C2/SC(=O)N(CC(=O)N3CCc4ccccc4C3)C2=O)ccc1OCC(=O)O	1	0	-10	0.7	15	2.8	2.9	92	6	1
COc1ccc(NC(=S)N2CCN(C(=O)c3ccco3)CC2)cc1OC	-4	-8	13	-0.1	7	-0.2	-0.2	105	4	0
CN(CC(=O)Nc1ccccc1Cl)C(=O)CSc1nncn1C	1	-2	3	-0.2	2	-0.4	-2.5	95	4	2
CCN(C[C@H]1N[C@@](Cc2ccccc2)(C(=O)OC)[C@H]2C(=O)N(C)C(=O)[C@@H]12)C(=O)Nc1ccc(Cl)cc1	-2	2	-1	2.7	-9	1.1	0.2	102	-4	2
CCSc1nnc(NC(=O)c2cccc3ccccc23)s1	8	-3	4	-0.1	8	-0.3	14*	104	-4	1
O=C(C=Cc1ccco1)c1cc(Cl)ccc1O	5	2	0	-0.2	27*	-0.5	-1.3	95	-2	10
Cc1ccc(NC(=O)c2cc(S(=O)(=O)N3CCOCC3)c(Br)s2)cc1	-10	-3	4	0.5	-5	-0.3	1.8	94	-2	-1
N#CC(=C=[N-])c1nc2ccccc2nc1-[n+]1ccccc1	0&0	5&7	1&1	0.1&-0.2	4&2	0.8&3.2	-3.8&-0.9	95&97	2&-4	-2&-1
CC1(C(=O)Nc2ccc3c(c2)OCO3)CCN1Cc1csc2ccccc12 (stereo not drawn)	0	-1	6	0.4	-8	0.0	-3.1	97	-7	0
CCCN(CCO)Cc1ccc2ccccc2c1	4	-4	-7	1.0	14	-1.9	2.0	104	-2	0
O=C(NCc1cccc(F)c1)C1CCC(=O)N(CC2CCCCC2)C1 (stereo not drawn)	0	-2	-3	0.0	2	1.0	-0.5	90	13	1
CNC(=O)COC(=O)c1cc(-c2ccc(OC)cc2)nc2ccccc12	-8	3	-4	0.0	16	-0.6	1.1	97	3	0
CSc1cccc(NC(=O)COc2cccc3ccccc23)c1	-6	0	1	-0.1	-7	-1.4	7.2	103	1	-1
C[C@@H]1CCCCO[C@H](CN(C)Cc2ccc3c(c2)OCO3)[C@@H](C)CN([C@H](C)CO)C(=O)c2cc(NC(=O)c3ccccc3)ccc2O1	-4	4	6	0.3	5	-1.3	0.3	97	3	1
C[C@H](NC(=O)OC(C)(C)C)c1nnc(SCC(=O)c2ccc(Cl)cc2)o1	-22	17	6	2.5	-1	-1.2	0.6	97	3	-2
CCCCn1c(SCC(=O)Nc2cc(NC(=O)c3ccco3)ccc2C)nc2ccccc2c1=O	6	-3	6	0.5	7	-2.4	-2.8	87	9	-8
O=C(c1ccccc1)N1CCCC(c2ccc(Cl)cc2)=N1	-5	6	-1	0.3	-12	5.6	1.0	104	-9	-2
CCn1c(SCC(=O)NNC(=S)Nc2ccccc2)nnc1-c1ccc(Cl)cc1	0	0	23	-0.2	2	1.1	-0.7	136	-2	3
COc1ccc(N(C(=O)C2COc3ccccc3O2)C(C(=O)NC2CCCCC2)c2ccccc2)cc1OC (stereo not drawn)	11	1	6	0.3	1	-1.5	-1.8	104	-1	-5
C=CCn1cccc(/C=C/C(=O)c2ccc(C(C)(C)C)cc2)c1=S	-24	-4	1	-0.7	46*	-4.0	-3.8	96	-8	24
COC(=O)N/N=C(\C)c1ccc(Br)cc1	-3	0	-2	0.0	0	-2.1	-1.6	91	5	1
CCCN1C(=O)C(NC(C)=O)c2cc(OC)ccc21 (stereo not drawn)	8	26	1	0.9	-8	-2.6	-1.9	99	1	2
CC(=O)c1ccc(NC(=O)Cn2cnc(S(=O)(=O)N3CCCC3)c2)cc1	0	-2	9	-0.2	-3	-0.4	-0.2	96	0	2
C/C(Cl)=C\Cn1c(=O)c2c(nc3n2CCS3)n(C)c1=O	16	4	1	-0.2	2	4.5	0.2	100	4	1
Cc1ccc(-c2cnc(C(O)c3cccc(Cl)c3)[nH]2)cc1 (stereo not drawn)	-10	1	4	0.3	-2	-1.9	-0.1	94	0	-2
Cc1ccc(S(=O)(=O)N2CCN(C(=O)c3cc4c(C)nn(-c5ccccc5)c4s3)CC2)cc1	-6	-1	16	0.2	2	5.4	-1.8	100	-1	-4
Cc1ccc([C@H]2C[C@H](O)[C@@H](n3cc(C4CC4)nn3)CN2CC2CCCCC2)cc1	-11	-7	-3	-0.1	-4	-0.2	2.4	100	-4	0
COc1ccc(NC(=O)CS(=O)c2cccc(Cl)c2)cc1 (stereo not drawn)	0	-2	5	-0.2	2	-0.5	-1.4	97	-7	.
CCC(=O)Nc1ccc2oc(-c3cccnc3)nc2c1	-2	1	20	0.0	2	0.0	-0.3	101	-3	1
COc1ccc(Cl)cc1S(=O)(=O)N1CCCC(C(=O)NCC(N)=O)C1 (stereo not drawn)	0	-1	-3	-0.1	0	-1.4	0.4	99	0	1
CCn1ncc(N(C)N)c(Cl)c1=O	3	-2	7	0.3	-3	-1.5	-1.8	86	2	0
O=C1OC(=O)c2c(Br)c(Br)c(Br)c(Br)c21	-1	-3	3	-0.1	3	1.4	-0.2	102	-1	4
Cc1cccc(C)c1NC(=O)CNc1ccccc1	7	2	5	0.0	-4	-1.2	-2.2	100	-1	3
COc1ccccc1NS(=O)(=O)CC12CCC(CC1=O)C2(C)C (stereo not drawn)	8	-5	4	0.0	0	4.0	0.6	91	-1	6
Cc1cccc(NC(=O)CNC(=O)c2ccc(-n3cncn3)c([N+](=O)[O-])c2)c1C	8	-5	7	-0.4	6	0.3	-1.4	97	-2	-1
COc1ccc(CCN=Cc2c(C)[nH]n(-c3ccc([N+](=O)[O-])cc3)c2=O)cc1OC	4	3	2	-0.1	-5	4.7	0.2	101	8	0
COc1ccc(C(=O)O)cc1S(=O)(=O)N(C)CCc1ccccn1	8	0	-2	-0.1	2	-0.1	0.3	99	5	3
COc1ccc(CCn2c(NN=C3CCCC3)nc3c2c(=O)[nH]c(=O)n3C)cc1	2	-6	5	-0.1	-4	-0.4	-0.1	91	2	0
Cn1c(=O)c2c(ncn2CC(=O)NC(C)(C)C)n(C)c1=O	0	-6	-5	-0.5	-4	-0.9	-1.0	74*	0	4
CC(=O)C1=C(C)N(CC2CC2)C(=O)N[C@H]1c1ccc(Br)cc1	2	-3	14	0.0	-1	8.9	-0.7	91	-2	1
O=C(CSc1ncccc1-c1nc2ccccc2[nH]1)N1CCN(c2ccccc2F)CC1	0	0	10	0.3	-1	1.0	2.0	106	-1	-4
O=C(NCc1ccccc1)c1cc(C2CCCN(C(=O)CCCc3ccccc3)C2)on1 (stereo not drawn)	-4	3	11	0.3	-2	-2.9	-1.1	107	-1	-4
COc1ccc(N2CCN(C(=O)CCC(=O)N3CC(C)Oc4ccccc43)CC2)cc1 (stereo not drawn)	-1	6	7	0.4	-2	-0.5	-0.4	99	3	0
Cc1cc(C)nc(NS(=O)(=O)c2ccc(NC(=O)Cc3ccccc3F)cc2)n1	-4	-19	11	0.0	-2	-0.2	-1.5	102	2	2
Cc1ccc(NC(=O)C(C)OC(=O)c2n[nH]c3ccccc23)cc1 (stereo not drawn)	-12	10	1	-0.1	-3	0.0	-4.0	102	-4	0
O=c1[nH]n2c(=O)c3c([nH]c2c1N=Nc1cccc(Cl)c1)CCCC3	4	1	3	-0.4	1	0.5	-2.1	98	0	3
O=C(NCc1ccccc1)c1ccccc1Br	3	2	-1	-0.4	-4	-0.5	0.0	98	9	3
CCc1nc2ccc(C(=O)NCCN3CCNC3=O)cn2c1N(C)Cc1ccc(OC)cc1	11	1	-3	0.0	2	-1.4	-0.1	93	9	1
CCOc1ccc(C2C(C(=O)c3ccco3)=C(O)C(=O)N2CCCn2ccnc2)cc1OCC (stereo not drawn)	0	-3	-1	0.5	15	-0.6	-2.1	96	0	2
Cc1ccc(NC(=O)c2ccc(S(=O)(=O)N3CCOCC3)cc2)nc1	1	1	2	0.0	3	2.6	-1.5	103	-5	0
CCOc1ccc(NC(=O)CSc2nc3ccccc3c(=O)n2CCCC(=O)NCCCN2CCCC2=O)cc1	3	1	2	0.0	-4	-0.5	0.8	91	-1	0
CCCOc1ccc(C(=O)CCC(=O)OCC(=O)N2CCN(S(=O)(=O)c3ccc(C)cc3C)CC2)cc1	-13	20	0	-0.1	11	-1.8	2.5	101	5	-1
Nc1nc(SCC(=O)NCc2ccccc2Cl)[nH]c(=O)c1NC(=O)c1ccccc1F	5	-2	-5	-0.2	17	-1.1	2.5	98	4	-7
O=S(=O)(Nc1nc2ccccc2s1)c1cc(F)ccc1F	-3	5	9	-0.1	3	0.3	-3.2	84	1	1
CCOC(=O)C1CCN(S(=O)(=O)c2ccc(C(C)=O)cc2)CC1	-8	-8	5	0.2	3	0.2	-0.2	96	0	1
O=C(NC(=S)Nc1nc(-c2ccccc2)cs1)c1cccnc1	9	-5	13	-0.2	-7	-0.3	-0.7	101	-3	2
O=C(NCCc1ccccc1)c1ccc2nc(N3CCOCC3)sc2c1	25	6	5	0.3	11	1.6	1.2	97	-2	4
CCOC(=O)/C(C(N)=NCC(C)C)=C(/O)c1ccccc1	-9	0	5	-0.2	-1	-0.7	0.2	95	2	0
CC(=O)Nc1ccc(S(=O)(=O)N2CCCC(C(=O)O)C2)cc1 (stereo not drawn)	11	-1	11	-0.4	1	3.8	-1.9	97	2	0

Later entries
compound	Cardio protect	Granule exo inh	MC4R antag cAMP	aDG glyco act	ABHD5 PLIN5 PPI	iPSC survival up	MC4R ag barr	ABCB6 inh 2	HTR2A ag	N-glyco inh
Cc1cc(NS(=O)(=O)c2ccc(NC(=O)/C=C/c3c(F)cccc3Cl)cc2)no1	-3	1	2	-0.3	-1	-0.1	-2.7	85	-5	0
COc1ccccc1/C=N/NC(=O)c1ccc(Cn2nc([N+](=O)[O-])cc2C)cc1	13	-2	1	0.0	3	0.1	-3.2	100	-2	-1
O=C(Nc1cccc(S(=O)(=O)N2CCOCC2)c1)c1ccccc1[N+](=O)[O-]	0	5	6	0.0	-2	-0.5	-0.8	101	0	-1
O=C1OC(Nc2ccc(Br)cc2F)c2ccccc21 (stereo not drawn)	2	-1	-1	0.8	-1	0.5	-1.3	106	6	1
CN1CCN(C(=O)c2ccc3c(c2)N(Cc2cccc(Cl)c2)C(=O)c2ccccc2S3(=O)=O)CC1	1	-14	14	-0.2	10	1.0	0.1	100	-10	-4
CCN(CC)CCNC(=O)C(C)c1nn(CC)c(=O)c2ccccc12 (stereo not drawn)	-3	0	11	-0.3	-5	2.3	1.7	95	5	0

Rows were taken by chance (roughly 4.5% active in at least one column).
